BAP1 block: human BAP1 deubiquitinase inhibition. Q92560. recombinant BAP1, Ub-AMC hydrolysis fluorescence kinetic; hits give low values. activity remaining (% of control), % at 20 µM. actives 0.48% (n = 72,000). AID 436;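 active = activity remaining at or below 50% of control, provided the compound also passes the data quality filters; inactive = the rest, including low values that fail the filters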;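 also: 100% = DMSO wells rate and 0% = substrate alone blank rate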
Target sequence (Q92560 whole entry, looked up): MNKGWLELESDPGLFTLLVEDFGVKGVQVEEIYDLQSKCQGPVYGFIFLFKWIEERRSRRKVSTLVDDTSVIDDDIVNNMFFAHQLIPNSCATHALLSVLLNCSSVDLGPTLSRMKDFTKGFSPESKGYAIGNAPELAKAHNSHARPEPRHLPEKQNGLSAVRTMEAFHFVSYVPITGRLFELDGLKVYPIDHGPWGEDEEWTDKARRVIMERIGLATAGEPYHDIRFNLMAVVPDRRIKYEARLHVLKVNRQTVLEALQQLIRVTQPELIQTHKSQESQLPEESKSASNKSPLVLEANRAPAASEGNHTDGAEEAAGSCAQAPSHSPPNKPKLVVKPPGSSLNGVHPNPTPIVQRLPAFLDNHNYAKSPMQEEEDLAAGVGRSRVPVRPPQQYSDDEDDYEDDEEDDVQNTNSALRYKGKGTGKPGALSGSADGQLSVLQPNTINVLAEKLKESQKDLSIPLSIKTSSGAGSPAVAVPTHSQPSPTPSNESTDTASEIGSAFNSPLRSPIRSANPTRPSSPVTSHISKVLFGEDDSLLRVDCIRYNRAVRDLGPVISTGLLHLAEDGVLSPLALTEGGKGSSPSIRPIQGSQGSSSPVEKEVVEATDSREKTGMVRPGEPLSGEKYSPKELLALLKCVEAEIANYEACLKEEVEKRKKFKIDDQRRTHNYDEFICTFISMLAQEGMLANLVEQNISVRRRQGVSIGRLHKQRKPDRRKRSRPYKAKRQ
HePTP inhibitor: inhibitors of human HePTP phosphatase | P35236 | actives 0.64% (n = 110,000) | inhibition, % at 20 µM | AID 521 | recombinant HePTP phosphatase activity, OD absorbance; in the data active = inhibition above about 50%;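 also: plate controls were vehicle for no effect and reference inhibitor for full effect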
Target sequence (P35236 whole entry, looked up): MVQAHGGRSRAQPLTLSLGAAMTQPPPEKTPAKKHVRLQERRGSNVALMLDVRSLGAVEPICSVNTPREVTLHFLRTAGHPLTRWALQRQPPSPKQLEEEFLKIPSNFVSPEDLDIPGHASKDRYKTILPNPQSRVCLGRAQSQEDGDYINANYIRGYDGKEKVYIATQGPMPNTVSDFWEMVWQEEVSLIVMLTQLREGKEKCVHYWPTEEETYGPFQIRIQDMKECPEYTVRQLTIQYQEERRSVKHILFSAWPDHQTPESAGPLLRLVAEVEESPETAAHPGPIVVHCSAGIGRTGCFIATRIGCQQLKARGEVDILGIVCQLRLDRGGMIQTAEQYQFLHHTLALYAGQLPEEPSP
Starred values were filed as active, the others as inactive; · = no result given; & = joins results of further samples.

SMILES | BAP1 block | HePTP inhibitor
CC1=NN(c2ccccc2)C(=O)C1C(c1ccccc1O)c1c(C)[nH]n(-c2ccccc2)c1=O (centres undefined) | · | 11
CN1CCc2c1nc1ccccc1c2NC(=O)CN1CCCC1 | · | 8
COc1ccc2nc(NCCO)[nH]c2c1 | 104 | 3
CSCC[C@H](NC(=O)OC(C)(C)C)c1nnc(SCc2cccc(F)c2)o1 | 98 | -1
Cc1c(-c2cccs2)[n+](=O)c2c(n1[O-])CCCCC2 | · | 1
CCOc1cc(C2Nc3ccccc3NC3=C2C(=O)CC(c2ccc(OC)cc2)C3)ccc1OC(C)=O (centres undefined) | · | -7
CCOc1ccccc1NC(=O)N1CCC(n2nnc3cc(C)ccc32)CC1 | 95 | 9
CC1CCC(CCOC(=O)C(C)(C)C)C1(C)C (centres undefined) | · | 1
Cc1ccc(CSCCNC(=O)c2ccc(CN(c3cccc(Cl)c3)S(C)(=O)=O)cc2)cc1 | · | 6
Cn1c(=O)cc(OCCCC(=O)NCCCN2CCN(Cc3ccccc3)CC2)c2ccccc21 | 106 | 7
COc1ccc(-c2cc(C(F)(F)F)nc(S(=O)(=O)CCC(=O)N3CCOCC3)n2)cc1 | 89 | ·
CCOC(=O)CCc1c(C)n(CC)c2cc(-c3ccccc3OC)nn2c1=O | 83 | -6
CS(=O)(=O)N(CC(=O)NCCSCc1c(F)cccc1Cl)c1ccc2c(c1)OCO2 | 68 | 7
Cc1cc(Br)c2c(c1)c(N=NC(N)=S)c(O)n2C | · | 3
CN1CCN(CC(O)COc2ccc(OCC(O)CN3CCN(C)CC3)cc2)CC1 (centres undefined) | 95 | ·
Cc1cc(-c2nc3ccc(Br)cc3c(=O)o2)ccc1[N+](=O)[O-] | · | 4
O=C(NCc1ccccn1)c1cccc2ccccc12 | · | 0
COC(=O)c1c(-c2ccc(F)cc2)csc1NC(=O)CCC(=O)O | · | 4
NC(=O)C1CCN(C(=O)CCCCCn2c(=O)[nH]c3ccsc3c2=O)CC1 | · | -6
CC1CN(C(=O)c2ccncc2)CC(C)O1 (centres undefined) | 118 | 12
COc1ccc(CN2CCCC2C(=O)Nc2ccc(OC)c(OC)c2)cc1OC (centres undefined) | 108&57 | 8
Cc1ccccc1NC(=O)/C=C/c1cccc(C(F)(F)F)c1 | · | -5
c1cn2cc(-c3ccc4c(c3)OCO4)nc2s1 | · | 4
CC(=O)C1=C(O)C(=O)N(c2ccccn2)C1c1cccc([N+](=O)[O-])c1 (centres undefined) | · | 2
Cc1ccccc1-n1c(-c2ccc(C(C)(C)C)cc2)n[nH]c1=S | 65 | ·
(list continues)
SMILES | BAP1 block | HePTP inhibitor
COc1ccc(CCNC(=O)COc2ccc(C)cc2C)cc1 | · | 1
COc1ccc(C2C3=C(CCCC3=O)Nc3nc4ccccc4n32)c(OC)c1OC (centres undefined) | · | -4
COc1ccc(Br)cc1/C=C1\C(=O)NC(=S)N(c2ccc(C)cc2)C1=O | · | 14
CC1CCN(C(=O)COc2ccccc2F)CC1 | 104 | 8
COc1ccc(C)cc1Cn1c(S(C)(=O)=O)nc2ccccc21 | 74 | 0
O=C(Nc1nnc(NC(=O)c2ccccc2O)s1)c1ccccc1O | 80 | ·
Nc1nc2ccccc2n1CCOc1ccc([N+](=O)[O-])cc1 | 116 | ·
CCCC(=O)Nc1ccc(NC(=O)c2ccc(C)c([N+](=O)[O-])c2)cc1 | · | 2
CCC(CC)n1[nH]c(=O)cc1N | 153 | 3
CC(C)(O)C#Cc1ccc(C(=O)N2CCN(C(c3ccccc3)c3ccccc3)CC2)cc1 | 68 | ·
CC(=O)c1ccc(NC(=O)c2ccoc2C)cc1 | · | -8
O=S(=O)(Nc1ccc(N2CCCCC2)cc1)c1ccc(Cl)cc1 | · | -1
CCN1CCOC(c2ccccc2)C(C(=O)OC)C1C(=O)OC (centres undefined) | · | 1
COc1ccc(-n2nc3cc(C)c(NC(C)=O)cc3n2)cc1 | · | 6
CCCc1cc(=O)n2[nH]c(NCc3cccs3)nc2n1 | 104 | 1
COc1ccc(C(=O)Nc2ccc(Cc3ccncc3)cc2)cc1OC | · | 2
Cc1c(NC(=O)CN2c3cccc4cccc(c34)S2(=O)=O)c(=O)n(-c2ccccc2)n1C | 69 | 9
O=C(c1cccc(Cl)c1)N1c2ccccc2Sc2ccccc21 | 54 | ·
Cc1cccc(C)c1OCC(=O)NN=Cc1ccc(O)cc1 | · | 2
O=C1CC(c2ccccc2)CC(O)=C1C=Nc1ccc(Cl)cc1C(=O)c1ccccc1 (centres undefined) | · | -6
Cc1oc(-c2ccc(Cl)cc2)nc1CN1CCCC(C(=O)N2CCN(C(=O)c3ccco3)CC2)C1 (centres undefined) | 91 | 6
C(=NNc1cc(N2CCCCC2)nc(N2CCCCC2)n1)c1ccco1 | · | 3
CC(c1ccccc1)c1nnc(NC(=O)c2cccs2)s1 (centres undefined) | · | -8
CC1CCc2nc(NC(=O)c3ccc(S(=O)(=O)N(C)c4ccccc4)cc3)sc2C1 (centres undefined) | 81 | ·
COc1ccc(/C=C/C(=O)CC(=O)C(Cl)(Cl)Cl)cc1 | · | 10
New compounds follow
SMILES | BAP1 block | HePTP inhibitor
O=C(Cc1ccc(Cl)cc1)NCCN1CCOCC1 | · | 3
O=C(Nc1ccccc1Br)C1CN(S(=O)(=O)c2ccccc2)CCN1S(=O)(=O)c1ccccc1 (centres undefined) | · | 1
Cc1cc(C)nc(N2CCN(c3nnnn3-c3ccccc3)CC2)n1 | 100 | 6
CCN(CC)CCCNC(=O)c1ccc(Cl)cc1[N+](=O)[O-] | · | 6
O=C(/C=C/c1ccc(Cl)cc1)NCC1(c2ccccc2)CCOCC1 | · | -10
O=C(/C=C/c1ccccc1Cl)NC(c1ccccc1)c1ccccc1 | · | 7
CCc1ccccc1NC(=O)/C=C/c1ccc(OC)c(Br)c1 | · | 3
Cn1nc(C(=O)Nc2sccc2C(N)=O)ccc1=O | 98 | 6
CCn1ncc(Br)c1C(=O)Nc1sc2c(c1C(=O)OC)CCC2 | · | 9
Nc1nc(SCC(=O)N2CCCc3ccccc32)[nH]c(=O)c1-c1ccccc1 | 135 | 8
COCCSc1ccccc1C(=O)Nc1nnc(C)s1 | 94 | 4
O=C1c2cc(Cl)c(Cl)cc2C(=O)N1c1cccc(O)c1 | · | -23
CCOc1ccccc1Nc1nc2ccccc2[nH]1 | 69 | -2
C=CCOc1nc2c(c(=O)n(Cc3ccc(Cl)cc3)c(=O)n2C)n1C | 152 | 13
CCOC(=O)c1sc2nc(NC(=O)c3ccc([N+](=O)[O-])cc3)sc(=O)c2c1C | · | 10
CCN1/C(=C/C=Nc2ccccc2)Oc2ccccc21 | · | 11
CCOC(=O)c1ccccc1NC(=O)c1ccc(N(C)S(=O)(=O)c2ccccc2)cc1 | · | 7
CCOc1ccc(C(=O)N2CC(C)OC(C)C2)cc1OCC (centres undefined) | · | 8
CSc1ccc(S(=O)(=O)N(CC(N)=O)c2ccc(C)cc2)cc1 | · | 5
CC(=O)OCC(=O)[C@@]12OC3(CCCC3)O[C@@H]1C[C@H]1[C@@H]3CCC4=CC(=O)C=C[C@]4(C)[C@@]3(F)[C@@H](O)C[C@@]12C | 128 | -2
COc1cc(-c2nc3sc4c(c3c(=O)[nH]2)CCCC4)ccc1C | · | 10
CCOCCCNC(=O)C1CCN(S(=O)(=O)c2c(C)noc2/C=C\c2ccc(OC)cc2)CC1 | 141 | -3
Cc1nnc(N2CCCCC2)c2ccccc12 | 109 | 10
CC(C)(C)c1cc(C(=O)N/N=C/c2ccc(O)cc2O)n(-c2ccccc2)n1 | · | 1
O=C(O)c1ccc(CN2CCOCC2)o1 | · | 5
(cont.)
SMILES | BAP1 block | HePTP inhibitor
COc1cc2c(cc1OC)C(c1cc3cc(OC)c(OC)cc3[nH]c1=O)N(C(=O)C1CC1)CC2 (centres undefined) | · | 1
COc1cccc(OCC(O)CN2C(C)CCCC2C)c1 (centres undefined) | 120 | 9
CCOc1ccc(-n2sc3c(c2=S)-c2cc(C)cc(C)c2NC3(C)C)cc1 | · | -12
CCCCCCNS(=O)(=O)c1ccc(OC)c(OC)c1 | 101 | 4
CCOc1ccc(C(=O)N2CCC(C(=O)c3ccc4c(c3)OCCO4)CC2)cc1 | 91 | -1
COc1ccc(-c2nnc(-c3ccc4c(c3)OCO4)o2)cc1OC | · | -13
Cc1ccc(C)n1-n1cnc2scc(-c3ccccc3)c2c1=O | · | -6
CN1CCc2cc(Cl)c(O)cc2[C@@H](c2ccccc2)C1 | 87 | ·
CN1CCN(CC#CCC(O)(c2ccccc2)C2CCCC2)CC1 (centres undefined) | 92 | 2
O=c1[nH]cnc(O)c1C(c1ccc2c(c1)OCO2)c1c(O)nc[nH]c1=O | · | 2
CCN(CC)CCN1C(=O)C(O)=C(C(=O)c2cccs2)C1c1ccccn1 (centres undefined) | 57 | 2
COc1cc(OC)nc(NC(=O)C(C)C)n1 | 99 | 2
CCc1nc(SCC(N)=O)c2c(=O)n(C)c(=O)n(C)c2n1 | 96 | -2
O=C(NCCc1cccc(Cl)c1)c1ccccc1[N+](=O)[O-] | 85 | ·
O=C(CSc1nc2ccsc2c(=O)n1NC(=O)c1ccccc1)NCc1ccco1 | 113 | -2
CCOc1ccc(/C=C2\N=C(c3ccccc3Br)OC2=O)cc1 | · | 9
COC(=O)c1ccccc1COn1c(=O)c(C)[n+]([O-])c2ccccc21 | 86 | 7
N#Cc1ccc(-c2ccccc2)[nH]c1=S | · | 8
Cc1ccc(C2C(C#N)=C(N)Oc3n[nH]c(-c4cccs4)c32)s1 (centres undefined) | 61 | 6
Cc1ccc(Nc2nc(=O)c3cccnc3s2)cc1 | 79 | 7
Cc1cc(C)nc(NS(=O)(=O)c2ccc(NC(=S)NC(=O)c3ccc(F)c(F)c3)cc2)n1 | · | 5
O=c1cc(CO)oc(CN2CCN(c3ccccc3)CC2)c1O | 103 | ·
Cc1ccc(S(=O)(=O)NCCC(=O)OCn2nnc3ccccc3c2=O)cc1 | 95 | -5
CCn1c2ccccc2c2cc(NC(=O)C3CCN(S(=O)(=O)c4cccs4)CC3)ccc21 | · | -2
O=C(NCc1ccc2c(c1)OCO2)c1ccc2c(c1)C(=O)N(CC1CCCO1)C2=O (centres undefined) | 110 | 3

Already shown: an excerpt of the list.
SMILES | BAP1 block | HePTP inhibitor
CCOc1ccc(-n2sc3c(c2=S)-c2cc(C)cc(C)c2NC3(C)C)cc1 | · | -12
CCCCCCNS(=O)(=O)c1ccc(OC)c(OC)c1 | 101 | 4
CCOc1ccc(C(=O)N2CCC(C(=O)c3ccc4c(c3)OCCO4)CC2)cc1 | 91 | -1
COc1ccc(-c2nnc(-c3ccc4c(c3)OCO4)o2)cc1OC | · | -13
Cc1ccc(C)n1-n1cnc2scc(-c3ccccc3)c2c1=O | · | -6
CN1CCc2cc(Cl)c(O)cc2[C@@H](c2ccccc2)C1 | 87 | ·
CN1CCN(CC#CCC(O)(c2ccccc2)C2CCCC2)CC1 (centres undefined) | 92 | 2
O=c1[nH]cnc(O)c1C(c1ccc2c(c1)OCO2)c1c(O)nc[nH]c1=O | · | 2
CCN(CC)CCN1C(=O)C(O)=C(C(=O)c2cccs2)C1c1ccccn1 (centres undefined) | 57 | 2
COc1cc(OC)nc(NC(=O)C(C)C)n1 | 99 | 2
CCc1nc(SCC(N)=O)c2c(=O)n(C)c(=O)n(C)c2n1 | 96 | -2
O=C(NCCc1cccc(Cl)c1)c1ccccc1[N+](=O)[O-] | 85 | ·
O=C(CSc1nc2ccsc2c(=O)n1NC(=O)c1ccccc1)NCc1ccco1 | 113 | -2
CCOc1ccc(/C=C2\N=C(c3ccccc3Br)OC2=O)cc1 | · | 9
COC(=O)c1ccccc1COn1c(=O)c(C)[n+]([O-])c2ccccc21 | 86 | 7
N#Cc1ccc(-c2ccccc2)[nH]c1=S | · | 8
Cc1ccc(C2C(C#N)=C(N)Oc3n[nH]c(-c4cccs4)c32)s1 (centres undefined) | 61 | 6

More compounds:
SMILES | BAP1 block | HePTP inhibitor
COc1ccccc1-c1noc(-c2ccco2)n1 | 89 | 5
Cc1c(Nc2nc3ccccc3nc2N2CCN(c3ccccc3)CC2)c(=O)n(-c2ccccc2)n1C | 74 | -4
COC(=O)[C@H](NC(=O)c1cc(-c2ccccc2)nc2ccccc12)c1ccccc1 | 53 | ·
Cc1ccc(S(=O)(=O)N2CCC(C(=O)N[C@@H](C)C(=O)NC3CCCCC3)CC2)cc1 | · | -2
CCC(C)(C)n1nnnc1C(c1ccc(N(C)C)cc1)N1CCN(C2CCCCC2)CC1 (centres undefined) | 112 | 8
O=c1/c(=C\c2cc(Cl)c(O)c(Cl)c2)sc2nc3ccccc3n12 | · | 7
CN1C(C)(C)CC(OC(=O)c2ccccc2C(=O)OC2CC(C)(C)N(C)C(C)(C)C2)CC1(C)C | · | -1
CCCC(=O)NC(C)c1nc2ccccc2n1C(C)C (centres undefined) | 93 | 7
CCOC(=O)C1CCCN(c2cc(=O)n(-c3ccccc3Cl)c(=O)[nH]2)C1 (centres undefined) | 98 | -13
CCOC(=O)C1=C(C)NC(=O)C(C(N)=O)C12CCCCC2 (centres undefined) | · | -3
Cc1ccc(C(=O)Nc2nc(C)c(C)s2)cc1[N+](=O)[O-] | · | 7
CCOc1ccc(NC(=O)C(C)SC(N)=O)cc1 (centres undefined) | 96 | 6
COc1ccc2ccccc2c1-c1nnc2ccc(C(F)(F)F)cn12 | · | 3
CCOC(=O)c1sc2nc(SCC#N)n(CCCN3CCCC3=O)c(=O)c2c1C | 117 | 4
Cc1ccc2nc(-c3ccc4c(c3)OCCO4)cc(C(=O)O)c2c1 | 85 | -8
CCSc1n[nH]c(=O)[nH]c1=O | 95 | -3
Cc1cc([N+](=O)[O-])ccc1-c1ccc(/C=C2/C(=O)NC(=S)N(c3ccc(Cl)cc3)C2=O)o1 | · | -2
CCOC(=O)C12CC3CC(CC(C3)C1)C2 | · | 5
Cc1cc(C)c2nc(Nc3ncc(O)[nH]3)nc(C)c2c1 | · | 12
COc1ccc(N2CCN(C(=O)CSc3nnc4n3C(C)(C)Cc3ccccc3-4)CC2)cc1 | 99 | 7
Cc1ccc(S(=O)(=O)C2(C(=O)Nc3cccc(F)c3)CC2)cc1 | 88 | -1
